GPR151 ag = activates the human receptor GPR151; activation, % at 11.2 µM; 650,000 compounds, 1% hits; PathHunter beta-arrestin GPR151 cells, luminescence; AID 1508602; in the data active = activation above about 4.9%;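 also: 0% = median of compound wells and 100% = cells with positive control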
Target sequence (Q8TDV0 whole entry, looked up): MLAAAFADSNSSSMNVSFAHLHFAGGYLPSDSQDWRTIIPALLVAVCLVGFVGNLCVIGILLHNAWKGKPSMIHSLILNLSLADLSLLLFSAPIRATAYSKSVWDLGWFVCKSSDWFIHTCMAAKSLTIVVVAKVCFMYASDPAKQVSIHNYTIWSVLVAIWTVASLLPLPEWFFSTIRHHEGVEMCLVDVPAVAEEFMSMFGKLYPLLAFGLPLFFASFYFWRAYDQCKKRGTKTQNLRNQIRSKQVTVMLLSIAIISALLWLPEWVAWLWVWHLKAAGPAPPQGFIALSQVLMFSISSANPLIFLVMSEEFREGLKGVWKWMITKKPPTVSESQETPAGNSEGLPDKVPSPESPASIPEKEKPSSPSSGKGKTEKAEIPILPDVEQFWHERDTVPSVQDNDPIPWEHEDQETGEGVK
FBW7 act = activators of human E3 ligase FBW7; Q969H0; AlphaScreen FBW7–phospho-cyclin E peptide binding, activator screen; normalized activity (activation), % at 26.1 µM; 650,000 compounds, 0.13% hits; in the data active = normalized activity above about 1.9%;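 also: purified mutant Fbw7 with reduced substrate affinity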
TEAD-YAP inh = TEAD-YAP interaction inhibition; HEK-TIYL cells, TEAD-Gal4/YAP UAS-luciferase luminescence; inhibition, % at 9.12 µM; 640,000 compounds, 1.4% hits; AID 1259422; in the data active = inhibition above about 32%;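 also: 0% = median of test compound wells and 100% = reference inhibitor wells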
MITF primary = blocks human microphthalmia-associated transcription factor | 650,000 compounds, 0.91% hits | AID 1259374 | O75030 | inhibition, % at 2.6 µM | AlphaScreen MITF homodimerization, bead proximity signal; in the data active = inhibition above about 50%;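 also: 0% = vehicle wells with protein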
Target sequence (O75030 whole entry, looked up): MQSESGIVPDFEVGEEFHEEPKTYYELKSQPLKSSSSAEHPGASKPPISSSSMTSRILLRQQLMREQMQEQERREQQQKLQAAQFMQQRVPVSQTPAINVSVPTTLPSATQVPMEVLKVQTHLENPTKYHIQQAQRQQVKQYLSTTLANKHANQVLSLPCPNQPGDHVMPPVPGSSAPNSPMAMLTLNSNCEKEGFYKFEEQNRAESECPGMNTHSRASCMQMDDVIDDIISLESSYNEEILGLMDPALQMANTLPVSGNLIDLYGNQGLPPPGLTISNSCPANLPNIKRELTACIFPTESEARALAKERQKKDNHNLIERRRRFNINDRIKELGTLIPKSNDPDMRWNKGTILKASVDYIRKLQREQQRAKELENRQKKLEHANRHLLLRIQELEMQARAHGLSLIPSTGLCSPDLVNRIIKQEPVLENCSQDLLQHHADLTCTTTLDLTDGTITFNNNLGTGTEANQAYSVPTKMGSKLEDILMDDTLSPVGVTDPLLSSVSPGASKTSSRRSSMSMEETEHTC
An asterisk follows results filed as active.

SMILES	GPR151 ag	FBW7 act	TEAD-YAP inh	MITF primary
NC(=O)/C(=C\c1ccccc1)NC(=O)c1ccccc1Br	-0.5	-0.1	5	-2
CC(=O)c1ccc(-c2ccc(OCc3ccccn3)nc2)cc1	0.4	0.3	-34	4
CCCCC(C(=O)OCC)N1C(=O)C2CC=C(Cl)CC2C1=O (centres undefined)	0.4	0.0	7	14
COc1ccc(NC(=O)C2CC23CCN(Cc2cccc(OCCO)c2)CC3)cc1Cl (centres undefined)	0.3	0.3	-4	6
CCC(CC)NC(=O)CSc1nnc2nc(C)cc(C)n12	0.3	0.2	4	8
Cc1cccc(NC(=O)/C=C/c2ccccc2)c1	-7.2	-0.1	-23	-3
O=c1c2sc(=S)n(Cc3ccco3)c2nc(SCc2ccccc2Cl)n1-c1ccc(F)cc1	-0.1	0.0	1	-1
CCOC(=O)C1CCCN(c2c(NCCc3ccc(Cl)cc3)c(=O)c2=O)C1 (centres undefined)	-0.6	-0.1	4	-3
COc1cc(NC(=O)CSc2ccc(C)cc2)c(C(=O)O)cc1OC	-1.3	0.0	-11	3
Cc1cccc(OCC(=O)Nc2ccc(C(=O)Nc3ccccc3C(=O)O)cc2)c1	-0.7	0.0	1	-2
Cc1cc(C)n(S(=O)(=O)c2ccc(C(C)(C)C)cc2)n1	1.9	0.0	-8	-1
Cc1cc(O)ccc1N/C=C/C(=O)C(C)(C)C	-1.2	-0.3	-1	0
CCOC(=O)C1=C(C)N=c2s/c(=C/c3ccc(OCc4ccccc4Cl)c(OCC)c3)c(=O)n2C1c1ccc(OC)c2ccccc12 (centres undefined)	0.9	-0.1	9	-2
CCNc1nc(NCCN(C(C)C)C(C)C)nc(N(CC)CC)n1	-0.7	-0.1	3	-4
O=C(c1cccc(N2CCCC2=O)c1)N1CCN(c2ccccc2)CC1	2.0	0.1	-4	-6
COCCOC(=O)c1c(C)oc2ccc(OC(C)C(=O)O)cc12 (centres undefined)	-1.0	-0.1	-1	-2
NC(=O)c1ccc(NC(=O)C2CCN(S(=O)(=O)c3ccccc3)CC2)cc1	-0.1	0.0	-11	-4
Cc1ccc(-c2nn(-c3cc(Cl)ccc3[N+](=O)[O-])c(=O)c3ccccc23)c(C)c1	1.6	0.0	-3	10
CCCOc1cccc(C(=O)Nc2ccc(NC(=O)c3ccco3)c(OC)c2)c1	-1.4	0.1	-6	10
C=CCn1c(SCc2nc(N)nc(N3CCOCC3)n2)nc2c1c(=O)n(C)c(=O)n2C	1.1	0.1	4	7
Cc1ccc2c(CSc3nnc(C(F)(F)F)n3C)cc(=O)oc2c1	-0.9	0.1	-6	10
O=C1CC2(CCN(C(=O)CCCc3ccccc3)CC2)Oc2ccccc21	-1.0	0.1	-23	15
O=C(NC1CCCC1)C1CCC(CNc2c(N3CCOCC3)c(=O)c2=O)CC1 (centres undefined)	-0.3	-0.1	8	6
Cc1ccccc1OCC(O)Cn1c(SC(C)C(=O)O)nc2c1c(=O)[nH]c(=O)n2C (centres undefined)	-1.2	1.2	18	11
CNC(=O)[C@@H]1C[C@@H](NCc2cccc(F)c2)CN1Cc1ccc2ccccc2c1	1.1	0.8	2	16
CCn1nc([N+](=O)[O-])c2c(-c3nc4ccccc4o3)c(N)n(C3CCCCC3)c2c1=O	-2.5	0.1	3	6
COc1ccc(C(=O)COc2cccc3cccnc23)cc1[N+](=O)[O-]	-0.5	-0.2	-1	-7
Cc1ccc(-c2noc(COc3ccc(Br)cc3Cl)n2)cc1	1.1	0.2	-4	0
C=CCN1C(=O)/C(=C\c2cn(C)c3ccccc23)C(=O)NC1=S	0.3	0.1	12	1
Cc1ccc(C(=O)COC(=O)COc2ccccc2C)cc1	0.5	0.5	9	12
COc1cc(Nc2ccnc(-c3cccc(N)c3)n2)cc(OC)c1OC	0.4	0.2	24	13
COc1ccc(/C(N)=N/OC(=O)CN(C)S(=O)(=O)c2ccc(C)cc2)cc1	0.0	0.2	8	-6
Cc1ccc(C(=O)N2CCN(C(=O)c3ccc(C)cc3)C(C)C2)cc1 (centres undefined)	-0.3	0.0	2	-4
C/C(=N\Nc1ccc(C(F)(F)F)cn1)c1ccc2ccccc2c1O	-0.9	-0.1	0	3
COc1cccc(C2(NC(=O)Cn3nc(C)cc3C)CCCC2)c1	0.6	0.0	11	-2
CCOc1ccc2ncc(C(=O)c3ccc(OC)cc3)c(N3CCN(C)CC3)c2c1	-1.6	0.1	2	0
COCCCNC(=O)CCc1c(C)nc2c(-c3ccc(F)cc3)c(C)nn2c1C	-0.4	-0.2	-10	0
Cc1ccc(C2CC(c3cccs3)=NN2C(=O)CSc2nnc(CNC(=O)c3ccccc3F)n2-c2cccc(C)c2)cc1 (centres undefined)	-0.4	-0.1	1	-10
O=C1C2C(C(=O)N1/N=C/c1cccc([N+](=O)[O-])c1)C1C=CC2C12CC2 (centres undefined)	0.6	0.1	-9	-1
CC(=O)C1=C(O)C(=O)N(c2ccc(O)c(C(=O)O)c2)C1c1ccc([N+](=O)[O-])cc1 (centres undefined)	-1.0	0.1	1	6
Cc1ccnc(SCc2cc(=O)c(OC(=O)c3ccc(Cl)cc3)co2)n1	-2.1	-0.4	-4	1
Cc1cc(C(=O)Nc2nc3c(s2)C(=O)CC(C)(C)C3)ccc1[N+](=O)[O-]	-0.9	0.4	-28	4
NNC(=O)c1nnn(-c2nonc2N)c1CN1CCc2ccccc21	0.4	0.0	5	15
CC(=O)Nc1ccc(SCCCC(=O)N2CCN(C)CC2)nn1	-0.1	0.1	12	1
COc1ccc(C(=O)O)cc1NS(=O)(=O)c1c(C)nc2sccn2c1=O	1.0	0.1	-3	3
Cc1ccc2c(c1)-c1c(cnn1CC(=O)Nc1cc(F)ccc1F)CO2	-0.8	0.7	3	2
COc1ccc(C(=O)COC(=O)c2cc(C)nc3c(C)cccc23)cc1[N+](=O)[O-]	2.8	0.0	2	-2
COc1ccc(/C=C(/NC(=O)c2ccc(C(C)(C)C)cc2)C(=O)N2CCCCCC2)cc1OC	-0.2	0.0	-8	9
COc1ccc(S(=O)(=O)Nc2ccc(F)c(Cl)c2)cc1Br	0.6	-0.1	-6	-2
COc1ccc(NC(=O)C2(N(Cc3ccco3)C(=O)Cc3nc(N)n[nH]3)CCCCC2)cc1	-2.0	-0.2	-8	23
O=C(Nc1ccc2c(c1)CCC2)c1ccc2c(=O)n(-c3ccccc3F)c(=S)[nH]c2c1	-0.3	0.0	0	-6
CC(=O)c1cccc(-c2ncc(C)c(Nc3ccc(N4CCOCC4)cc3)n2)c1	3.7	-0.1	2	4
CN(C)C(=O)Cn1nc(-c2ccccc2)c2ccccc2c1=O	-0.5	1.1	5	22
COc1ccc(-c2nccc(NC3CC3)n2)cn1	-0.1	0.1	-42	17
Cc1ccc(N(C(=O)c2ccc(S(=O)(=O)N3CCCC3)cc2)C(=O)N2CCCCC2)cc1	0.2	-0.1	-6	-4
COC(=O)C1(CO)NC(c2cccc(F)c2)C2C(=O)N(C)C(=O)C21 (centres undefined)	1.2	0.0	-9	1
CC(C)Cn1c(CN2CCN(c3ccccc3F)CC2)nc2c1c(=O)[nH]c(=O)n2C	-0.5	0.2	3	3
COc1ccc(C2C(C#N)=C(N)N(c3cc(C(F)(F)F)ccc3Cl)C3=C2C(=O)CCC3)cc1OC (centres undefined)	0.6	0.3	-3	19
Cc1ccc(-c2c(Nc3ccccc3C)c(=O)c2=O)cc1	2.6	0.1	49*	0
CCN(CC)c1nc(NCc2ccccc2)nc(N2CCc3ccccc3C2)n1	0.1	-0.1	1	8

The results go on:
SMILES	GPR151 ag	FBW7 act	TEAD-YAP inh	MITF primary
CCS(=O)(=O)c1ccc2c(c1)N(S(C)(=O)=O)CC(C(=O)NN)O2 (centres undefined)	-0.4	0.1	13	5
C=CCn1c(=O)c2ccccc2n2c(SCC(=O)NC(=O)NCc3ccco3)nnc12	-0.9	0.0	8	-2
CCOc1ccc(/C=N/NC(=O)c2ccccn2)cc1OC	6.8*	-0.1	-43	14
CN(C)CCCOC(=O)C(c1ccccc1)c1ccccc1	0.2	-0.2	4	11
COc1cc([N+](=O)[O-])ccc1-n1c(/C=C\c2ccc(F)cc2)nc2ccccc2c1=O	0.5	0.0	-5	2
Cc1ccc(NC(=O)CSc2nc(N)cc(N)n2)c(Cl)c1	-0.5	-0.1	-16	-7
CCOc1ccc(-c2nnc3ccc(SCC(=O)NC4CCCC4)nn23)cc1	0.0	0.0	-14	-6
CSc1nnc(NC(=O)c2ccc(F)cc2)s1	-8.1	0.0	-35	-17
CC1(C)CC(=O)N(CC(=O)Nc2ccc(F)cc2)c2ccccc2S1(=O)=O	-0.2	-0.1	7	5
COCCCNC(=O)c1ccc2c(c1)ncn2-c1ccc(F)cc1F	1.1	-0.1	-19	-8
COc1cc(NC(=O)Cc2ccccc2)cc(OC)c1	0.3	0.3	-2	7
COc1ccc(CNn2c(C)n[nH]c2=S)cc1	-0.7	-0.1	-6	1
CC(=O)NC1(C(F)(F)F)C(=O)Nc2c1c(=O)[nH]c(=O)n2-c1ccc(Cl)cc1 (centres undefined)	-0.1	0.6	12	13
COc1ccc(C2NC(C(=O)O)CS2)cc1C (centres undefined)	0.3	-0.1	-5	-9
OCCNc1cc(Nc2cnccn2)ncn1	-2.5	0.0	-1	7
CCC(C)NS(=O)(=O)c1ccc(NS(=O)(=O)c2ccc(Br)cc2)cc1 (centres undefined)	0.1	0.2	-2	-11
O=C1/C(=C/c2cn(Cc3c(F)cccc3Cl)c3ccccc23)Sc2ccccc21	-0.2	-0.1	-3	-12
Cc1cc(=O)[nH]c(SCC(=O)Nc2ccc(C)c(S(=O)(=O)N3CCCCC3)c2)n1	-0.9	0.1	2	4
CCC(C)Sc1nnc(-c2cn(C)nc2OC)n1CC (centres undefined)	-1.4	0.6	9	7
Cn1c(=NC(=O)C2=COCCO2)sc2cc(F)ccc21	1.4	-0.1	-26	9
COC(CNC(=O)c1ccc(CNS(=O)(=O)c2ccc(F)cc2)cc1)OC	0.6	0.0	2	6
O=C(CSc1ccc(Cl)cc1)N=C1NC(=O)CS1	0.3	0.0	9	-16
O=C(COC(=O)C12CC3CC(CC(C3)C1)C2)NNC(=O)c1ccccc1	0.4	0.0	16	6
O=C(Oc1ccc(NC(=O)c2cc(S(=O)(=O)N3CCOCC3)ccc2Cl)cc1)c1cccs1	-0.9	-0.1	3	7
CCOC(=O)c1sc(NC(=O)C(C)Sc2nnc(CNC(=O)c3cccs3)n2CCc2ccccc2)c(C(=O)OCC)c1C (centres undefined)	-0.3	0.1	3	7
COc1cccc(-n2c(SCC(=O)Nc3cc(C)[nH]n3)nc3n[nH]c(C)c3c2=N)c1	-0.3	-0.8	-20	15
Cc1ccc(NC(=O)CSc2cn(CCNC(=O)c3ccccc3)c3ccccc23)c(C)c1	-0.7	0.1	9	3
Cc1ccc(SC(C)C(=O)Nc2nnc(C(C)C)s2)cc1 (centres undefined)	-1.4	0.2	-2	-1
Cn1c(CN2CCN(C(=O)c3cc4ccccc4oc3=O)CC2)nc2ccccc21	1.0	0.7	-9	0
Cc1onc(-c2ccccc2Cl)c1C(=O)Nc1c2c(nn1-c1cccc(Cl)c1)CS(=O)(=O)C2	0.3	0.6	5	14
COc1ccc(OC)c(C2NC(=S)NC3=C2N2CCC3CC2)c1 (centres undefined)	1.1	0.0	5	9
CCOC(=O)c1cc(CC)sc1NC(=O)c1cc(Br)ccc1NS(=O)(=O)c1ccc(Cl)cc1	-0.2	0.1	-1	-6
C(=C\c1ccccc1)/C1=NN(c2ccccc2)C(c2ccccc2)C1 (centres undefined)	0.8	0.2	-1	-9

Structural class, the entries above with a Cl atom.
SMILES	GPR151 ag	FBW7 act	TEAD-YAP inh	MITF primary
CCCCC(C(=O)OCC)N1C(=O)C2CC=C(Cl)CC2C1=O (centres undefined)	0.4	0.0	7	14
COc1ccc(NC(=O)C2CC23CCN(Cc2cccc(OCCO)c2)CC3)cc1Cl (centres undefined)	0.3	0.3	-4	6
O=c1c2sc(=S)n(Cc3ccco3)c2nc(SCc2ccccc2Cl)n1-c1ccc(F)cc1	-0.1	0.0	1	-1
CCOC(=O)C1CCCN(c2c(NCCc3ccc(Cl)cc3)c(=O)c2=O)C1 (centres undefined)	-0.6	-0.1	4	-3
CCOC(=O)C1=C(C)N=c2s/c(=C/c3ccc(OCc4ccccc4Cl)c(OCC)c3)c(=O)n2C1c1ccc(OC)c2ccccc12 (centres undefined)	0.9	-0.1	9	-2
Cc1ccc(-c2nn(-c3cc(Cl)ccc3[N+](=O)[O-])c(=O)c3ccccc23)c(C)c1	1.6	0.0	-3	10
Cc1ccc(-c2noc(COc3ccc(Br)cc3Cl)n2)cc1	1.1	0.2	-4	0
Cc1ccnc(SCc2cc(=O)c(OC(=O)c3ccc(Cl)cc3)co2)n1	-2.1	-0.4	-4	1
COc1ccc(S(=O)(=O)Nc2ccc(F)c(Cl)c2)cc1Br	0.6	-0.1	-6	-2
COc1ccc(C2C(C#N)=C(N)N(c3cc(C(F)(F)F)ccc3Cl)C3=C2C(=O)CCC3)cc1OC (centres undefined)	0.6	0.3	-3	19
Cc1ccc(NC(=O)CSc2nc(N)cc(N)n2)c(Cl)c1	-0.5	-0.1	-16	-7
CC(=O)NC1(C(F)(F)F)C(=O)Nc2c1c(=O)[nH]c(=O)n2-c1ccc(Cl)cc1 (centres undefined)	-0.1	0.6	12	13
O=C1/C(=C/c2cn(Cc3c(F)cccc3Cl)c3ccccc23)Sc2ccccc21	-0.2	-0.1	-3	-12
O=C(CSc1ccc(Cl)cc1)N=C1NC(=O)CS1	0.3	0.0	9	-16
O=C(Oc1ccc(NC(=O)c2cc(S(=O)(=O)N3CCOCC3)ccc2Cl)cc1)c1cccs1	-0.9	-0.1	3	7
Cc1onc(-c2ccccc2Cl)c1C(=O)Nc1c2c(nn1-c1cccc(Cl)c1)CS(=O)(=O)C2	0.3	0.6	5	14
CCOC(=O)c1cc(CC)sc1NC(=O)c1cc(Br)ccc1NS(=O)(=O)c1ccc(Cl)cc1	-0.2	0.1	-1	-6
